# Screening data deposited in PubChem by National Center for Advancing Translational Sciences (NCATS).
# Pf Dd2 inh: qHTS Primary assay for Inhibitors of Plasmodium falciparum Dd2 growth in vitro; 120,000 tested, 4.3% active; P. falciparum Dd2 growth, SYBR Green, 72 h; Potency, µM (doses to about 28.9 µM), inactives show at the top dose activity, negative = inhibition, hits mostly inhibitors; AID 1347417, 2020; active means well fitted inhibition curve with a large enough effect; inconclusive means small, poorly fitted or top-dose-only effect; inactive means no such curve, though single readings can be large or run the other way;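 further: plate controls were DMSO vehicle for no effect and reference drug for full effect; nearly all actives have a fitted effect of over 65% in size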
#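 Readout: SYBR Green fluorescence, 485 nm excitation, 535 nm emission, after ~16 h lysis at 37C. Before that, Dd2-infected red cells (2.5% hematocrit) grew 72 h with compound, 29 uM top final concentration.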
# * hit, by the source's call; i = inactive; ? = inconclusive; [ ] = another dose, or the depositor's remark. Potency means the concentration at half of the fitted maximal effect. Some of the compounds tested. The share of hits here may be higher or lower than overall.
SMILES,Pf Dd2 inh
CN(CC1CCOC1)S(=O)(=O)c1ccc(F)c(F)c1 (stereo unspecified),i[5.79 µM]
O=C1CCC(=O)N1CC(=O)N1CCCCCC1c1nnc(-c2ccccc2)o1 (stereo unspecified),1%
CC1(C)[C@H]2CC=C(CN3CCC(CCC(=O)N4CCN(c5ccccc5)CC4)CC3)[C@@H]1C2,-10%
Cc1ccc(CN2CCC3(Cc4ccccc4NC3=O)C2)cc1 (stereo unspecified),8.9µM*
NC(=O)[C@@H]1CCCN1CC[C@H]1CN(C(=O)c2ccnc(Cl)c2)CC[C@H]1CC(=O)O,33%[44.1 µM]
Cc1nc(CCNS(=O)(=O)c2cccnc2)no1,-6%
CN1CC(=O)N(C2CCCNCC2)Cc2c(NCc3cccs3)ncnc21 (stereo unspecified),-10%
CCc1nc(-c2c3n(c(=O)n(Cc4ccccc4C)c2=O)CCCCC3)no1,9%
Cc1cc(C)cc(NC(=O)C2CCN(C(=O)c3ncn4c3COC(c3ccccc3)C4)CC2)c1 (stereo unspecified),?
Cn1cnc(C(=O)N2CCCCCCNC(=O)[C@@H]3CCCC[C@@H]32)c1,10%
COCCn1ncc(N2CCC(C(=O)NCc3ccc(C)o3)C2)cc1=O (stereo unspecified),-20%
O=C(Nc1ccccc1)c1cnc2n1CCN(CC1CCCC1)CC2,1%[44.1 µM]
Cc1ccc(-c2nc(C(=O)NC(C)c3ccccc3)no2)cc1 (stereo unspecified),i
Cn1c(C(=O)N2CCC3(CCNC(=O)CC3)CC2)cc2c(Cl)cccc21,-6%
COc1cccc(-c2cccc(CCOc3cnc4c(ccn4CC(=O)O)c3)c2)c1,-21%[44.1 µM]
CCC(NC(=O)c1ccc(C)c(NC(=O)C2CC2)c1)c1ncnn1CC (stereo unspecified),9%
Cn1ncc(CN2CCc3[nH]cnc3C2c2cccc(C#N)c2)c1C1CC1 (stereo unspecified),?
COc1ccc(NC(=O)CN2C(=O)CCn3nc(-c4cccn4C)cc32)cc1,27%
Cc1ccccc1OCc1nc2c3cnn(-c4ccccc4Br)c3ncn2n1,21%
CN(C)c1cccc(C(=O)NC2CCN(c3cc(-c4cccs4)[nH]n3)C2)c1 (stereo unspecified),i
COc1cccc(CC(=O)N2CCC3(CC2)N=C(c2ccccc2)NO3)c1,i
CCOc1ccc2cc(-c3nnc(Nc4ccc(C)cc4)s3)c(=O)oc2c1,3%
Cc1cnc(C(=O)N2C[C@@H](Oc3cccnc3)C[C@H]2C(=O)N2CCOCC2)cn1,7%
Cc1noc(-c2cccc(F)c2)c1C(=O)NCCc1ccc(F)cc1,i
COCc1nc(-c2ccc(OC3CN(C(=O)c4cccc(OC)c4)C3)cc2)no1,i

# Among those listed so far, two contain a thiophene ring, fused or not:
SMILES,Pf Dd2 inh
CN1CC(=O)N(C2CCCNCC2)Cc2c(NCc3cccs3)ncnc21 (stereo unspecified),-10%
CN(C)c1cccc(C(=O)NC2CCN(c3cc(-c4cccs4)[nH]n3)C2)c1 (stereo unspecified),i

# (list continues)
SMILES,Pf Dd2 inh
Cc1ccccc1CC(=O)N[C@@H]1CN(c2ccncn2)C[C@H]1CO,?
O=C(Nc1ccc2c(c1)OCCO2)N1CCC(c2nc(C3CCOCC3)no2)CC1,i
C[C@@]1(O)CCN(C2CCN(c3ccc(F)cc3)CC2)C[C@@H]1O,-26%
COC[C@@H]1CN(Cc2ccncc2F)C[C@H]1C(=O)NC1CC1,9%
COc1ccc(-c2cn3cc(C(=O)N4CC[C@H](O)C4)nc3c(=O)n2CC2CC2)cc1,?
CC(C)CCNC(=O)c1ccc2nc(Cc3ccccc3)oc2c1,?
Cc1cccc(NC(=O)N2CCC(CCNC(=O)c3cccs3)CC2)c1,?
COc1ccc(-c2cc(C(F)(F)F)nc(-n3nc(C(F)(F)F)cc3C)n2)cc1,?
COCCCNC(=O)N1CCCN(S(=O)(=O)c2ccccc2)CCC(=O)NCC1,13%
CC(C)CN1C(=O)c2cccn2CC1C(=O)NCc1cccs1 (stereo unspecified),i
CNC(=O)[C@@H]1C[C@H](Oc2cccnc2)CN1S(=O)(=O)c1ccccc1,-3%
O=C1CCN(C(=O)COc2ccc(F)cc2)CCCC(c2nc(-c3cccnc3)no2)CCN1 (stereo unspecified),?
CS(=O)(=O)Nc1ccc(C2(C(=O)NCc3ccc4c(c3)OCO4)CCCCC2)cc1,i
Cc1ccc(CC(=O)NCc2nnc3c(-c4nc(C(C)C)no4)cccn23)cc1,?
CN1C[C@@H](CO)[C@H](NC(=O)c2ccccc2)C1,11%
CC(c1cccs1)N(C)C(=O)c1cccc(Cl)c1 (stereo unspecified),i
COc1ccc(-c2ccccc2NC(=O)C2CCCN2C(=O)C2(C)CC2)cc1 (stereo unspecified),-10%
CCOc1ccc(S(=O)(=O)c2cn(Cc3ccc(C)cc3)c3ccc(OC)cc3c2=O)cc1,?
COc1cccc(CN2Cc3nc(N4CCN(C)CC4)ccc3OCC2=O)c1,?
c1ccc2sc(N3CCCN(Cc4cc5n(n4)CCNC5)CC3)nc2c1,i
C[S+](=O)([O-])N1CC2ON=C(C(=O)O)C2C1 (stereo unspecified),16%[44.1 µM]
COC(=O)[C@H](NC(=O)[C@@]1(O)C[C@@H](O)[C@H](O)[C@@H](NC(=O)Nc2ccc(C(C)=O)cc2)C1)C(C)C,29%
Cc1ccc(CNS(=O)(=O)c2cc(C(=O)Nc3cccc(C(F)(F)F)c3)ccc2F)cc1,-23%
COc1cccc(-c2cnc3n[nH]c(-c4ccccc4)c3n2)c1,-23%[44.1 µM]
Cc1cn2nc(C(=O)Nc3ccccc3C)cc2c(N2CCSCC2)n1,?

# Compounds above that have a Cl atom, in the order listed:
SMILES,Pf Dd2 inh
NC(=O)[C@@H]1CCCN1CC[C@H]1CN(C(=O)c2ccnc(Cl)c2)CC[C@H]1CC(=O)O,33%[44.1 µM]
Cn1c(C(=O)N2CCC3(CCNC(=O)CC3)CC2)cc2c(Cl)cccc21,-6%
CC(c1cccs1)N(C)C(=O)c1cccc(Cl)c1 (stereo unspecified),i

# Nothing new here: entries from further up.
SMILES,Pf Dd2 inh
COc1cccc(-c2cnc3n[nH]c(-c4ccccc4)c3n2)c1,-23%[44.1 µM]
Cc1cn2nc(C(=O)Nc3ccccc3C)cc2c(N2CCSCC2)n1,?

# More compounds
SMILES,Pf Dd2 inh
CCOc1ccc(-c2cc3nc(C4CCN(C(=O)OC(C)(C)C)CC4)c(C(=O)Nc4cccc(Cl)c4C)cn3n2)cc1,5µM*
CCCn1c2ccccc2c2cnn(CC(=O)NCc3ccc(OC)cc3)c(=O)c21,25%
COc1ccc(CNC(=O)Cc2c(C)c3c(cc(C)c4c(C)coc43)oc2=O)cc1,5%
COCCn1c(=O)[nH]c2cc(C(=O)N3CCN(c4ccc(F)cc4)CC3)ccc2c1=O,?
Cc1ccccc1NC(=O)CSc1nc2c(c(=O)n(C)c(=O)n2C)n1Cc1ccccc1F,13%
COc1cccc(-c2noc(C3CC(=O)N(c4ccc(F)cc4)C3)n2)c1OC (stereo unspecified),78%[activator]
CCC(=O)N1CCC(Cc2ncc(C)n2C2CC2)C1 (stereo unspecified),i
CCNC(=O)CC1COCCN1C(=O)c1csc(-c2cccs2)n1 (stereo unspecified),5%
CN(c1ccccc1)S(=O)(=O)C1CCS(=O)(=O)C1 (stereo unspecified),3%
COc1ccc(F)c(CN2CCCC(O)(CN3CCCNCC3)C2=O)c1 (stereo unspecified),5%
COc1cc(NC(=O)c2cc(Cl)ccc2Cl)ccc1NC(=O)c1cc2ccccc2o1,i
CC(Oc1ccc(F)cc1)C(=O)Nc1nc(-c2ccc(F)cc2)ns1 (stereo unspecified),5%
CCc1nnc(SC(CC)C(=O)Nc2cccc(OC)c2)c2cc3oc(C)cc3n12 (stereo unspecified),?
COc1cc(-c2nc(-c3ccc4c(c3)[nH]c(=O)n4C)no2)cc(OC)c1OC,44%[activator]
CS(=O)(=O)c1ccc(OCC2(CNC(=O)c3cccc(F)c3)C[C@@H](O)[C@@H](O)C2)cc1 (stereo partly specified),5%
O=C(NCCc1ccccc1)C(=O)NCC(c1ccco1)S(=O)(=O)c1cccs1 (stereo unspecified),i
CCOC(=O)c1ccccc1NC(=O)c1cc2c(s1)-c1c(C)cccc1OC2,i
COc1ccc(-c2cc(N3CCCC(NC(=O)c4cc(OC)c(OC)c(OC)c4)C3)n[nH]2)cc1 (stereo unspecified),-2%
Cc1ccc(C)c(NC(c2ccccc2)c2nnc(-c3ccccc3F)o2)c1 (stereo unspecified),?
CC1CCC(NC(=O)C2(C)Cc3ccccc3C(=O)N2Cc2ccc(Cl)cc2)CC1 (stereo unspecified),i
COCCc1nncn1C1CCN(S(=O)(=O)c2cccc(OC)c2)CC1,11%
CCOc1ccc(S(=O)(=O)Nc2ccc(OC)c(Cl)c2)c2cccnc12,48%[activator]
CCn1cc(-c2ccncc2)cc1C(=O)NCc1cccc(OC)c1,?
CCc1cccc(C)c1NC(=O)c1ccc2c(c1)CCN2S(=O)(=O)c1ccc(Cl)cc1,?
CN1CCN([C@H]2CCN(c3ccnc4ccccc34)C[C@H]2CCC(=O)O)CC1,-3%

# (next part)
SMILES,Pf Dd2 inh
CC(=O)N1CCC2(CC1)OC(=O)C(C)=C2C(=O)NCc1ccc(Cl)cc1,26%
COCCN1C(=O)c2ccccc2C(C(=O)NCCc2ccccc2)C12CCCC2 (stereo unspecified),-20%
Cc1ccc(OCCN(C)Cc2cc(C#CCO)cs2)c(C)c1,8%
O=C(CSc1nc2c([nH]c3ccccc32)c(=O)n1-c1cccc(C(F)(F)F)c1)N1CCc2ccccc21,?
COCc1ccc2c(c1)c(OC(C)(C)C(=O)NCCc1cccnc1)nn2CCC(C)C,i
CCC(=O)N1c2ccccc2C(C)(c2ccccc2)CC1(C)C (stereo unspecified),?
COc1ccc2[nH]cc(CCNC(=O)C3CCCN(Cc4ccncc4)CCC(=O)NCC3)c2c1 (stereo unspecified),-18%
COc1cc(Cl)c(C)cc1NC(=O)c1cnc2c(-c3cccc(C)c3)c(C)nn2c1C,7%
COc1ccccc1CNC(=O)CN1CCC(CO)CC1,12%
O=C(COc1ccc(F)cc1)N1CCC(c2noc(C3CC3)n2)C1 (stereo unspecified),i[5.79 µM]
CCc1ccc(S(=O)(=O)c2cn(C)c3ccc(C)cc3c2=O)cc1,i
CCOc1ccc(OCC(=O)NCCS(=O)(=O)N2CCN(c3ccc(OC)cc3)CC2)cc1,106%[activator]
O=C(NCc1nnc2c(-c3nc(C4CC4)no3)cccn12)C1CCC1,-10%
Cc1nc(C)c(C(=O)N2CCn3c(nnc3[C@@H]3C[C@@H](O)CN3Cc3ccccc3)C2)s1,-2%
C=CCn1cc(-c2c(-c3ccccc3)ncn2Cc2cncn2CCOC)cn1,-8%
CCNC(=O)N1CCOc2ccc(CCC(=O)Nc3ccc(F)cc3F)cc2C1,-9%
CN1C(=O)COC[C@@H]1[C@H](O)c1ccc(NS(=O)(=O)c2ccc(F)cc2)cc1,-5%[44.1 µM]
COc1cccc(-c2cc3c(=O)n(CC(O)c4cccc(C#N)c4)ccn3n2)c1 (stereo unspecified),-5%
CO[C@H]1[C@H](NC(=O)c2cc(C)oc2C)c2ccccc2C12CCNCC2,-3%
O=C1OCC2(CCN(Cc3ccccn3)C2)N1c1ccncc1 (stereo unspecified),-18%[44.1 µM]
Cc1ccccc1Cc1noc(-c2nc(-c3ccccc3F)no2)n1,-7%
O=C(Nc1ccccc1)N1CCn2c(nn(-c3ccc(F)cc3)c2=O)C1,-28%
Cc1cc(C)n2nc(CC(=O)N[C@H](c3ccccn3)C3CC(O)C3)nc2n1 (stereo partly specified),4%
CC(C)COc1cc(=O)n2c(c1C(=O)NCc1ccc(C(F)(F)F)cc1)CCCCC2,i
Cc1cc2ccccc2n1-c1ccc(C(=O)N2CCC(C(=O)NCc3ccc(Cl)cc3)CC2)s1,?

# The results go on:
SMILES,Pf Dd2 inh
O=S(=O)(NCC1Cn2cccc2CN1Cc1cccnc1)c1ccc(F)cc1 (stereo unspecified),-15%
CCOC(=O)c1c(NC(=O)COc2cccc(C(F)(F)F)c2)sc2c1CCCCC2,30%
Cc1ccc2nc(COCC(=O)N3CCC4(CCCN(C)C4=O)C3)[nH]c2c1 (stereo unspecified),17%
COc1cc(OC)cc(C(=O)N2CCC3(CC2)NC(=O)N(Cc2ccccc2)C3=O)c1,-1%
CN(c1ncccc1C(=O)N1CCOCC(O)C1)C1CCCCC1 (stereo unspecified),-20%
COc1ccccc1OCCNC(=O)C1CCN(c2cc(C(F)(F)F)nc(C)n2)CC1,122%[activator]
CSc1ccc(CNC(=O)c2cc3c(N4CCSCC4)nc(C)cn3n2)cc1,i
CC(C)CCNC(=O)c1ccc2c(c1)N(Cc1cccc(Cl)c1)C(=O)c1ccccc1S2,?
CN(Cc1cccnc1)Cc1nc(CC(N)=O)nn1-c1ccc2c(c1)CCC2,-8%
O=C1COCC2(CN1Cc1cccc(OC(F)(F)F)c1)CN(c1nccs1)C2,-4%[44.1 µM]
COCCn1c(C)cc(O)c(C(c2ccccc2OC)N2CCN(c3ccccc3)CC2)c1=O (stereo unspecified),i
O=C(NCCc1ccccn1)c1cnc2c(c1)N(C(=O)CCc1ccccc1)CCC2,2%[44.1 µM]
Cc1ccc(C)c(NC(=O)Cn2cnc3nc4c(cc3c2=O)CCCC4)c1,34%

# Part of the list above, with bars between the fields.
smiles | Pf Dd2 inh
O=C(NCCc1ccccn1)c1cnc2c(c1)N(C(=O)CCc1ccccc1)CCC2 | 2%[44.1 µM]
CSc1ccc(CNC(=O)c2cc3c(N4CCSCC4)nc(C)cn3n2)cc1 | i
CC(C)CCNC(=O)c1ccc2c(c1)N(Cc1cccc(Cl)c1)C(=O)c1ccccc1S2 | ?
CCOC(=O)c1c(NC(=O)COc2cccc(C(F)(F)F)c2)sc2c1CCCCC2 | 30%
COc1ccccc1OCCNC(=O)C1CCN(c2cc(C(F)(F)F)nc(C)n2)CC1 | 122%[activator]
COCCn1c(C)cc(O)c(C(c2ccccc2OC)N2CCN(c3ccccc3)CC2)c1=O (stereo unspecified) | i
